Screening data from PubChem.
Coupling enz: qHTS Assay for Inhibitors of Fructose-1,6-bisphosphate Aldolase from Giardia Lamblia: Coupling assay counterscreen | coupling enzyme system counterscreen, AmpLite Red fluorescence | activity change, negative = inhibition, % at 58.2 µM, hits read low | hit rate 0.67% among 290,000 | AID 2472, 2010; in the data active = activity change below about -30%; note: % is set by controls: 0 for no effect and ±100 for the full control effect
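Counterscreen lacking aldolase: glyceraldehyde-3-phosphate coupling-enzyme reagent preincubated 10 min at RT with compound (at 57.5 uM final), then substrate/coupling system with AmpLite Red added; fluorescence read at 525/598 nm after 20 min RT.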
uPA surface inh: qHTS for Inhibitors of Cell Surface uPA Generation; cell surface uPA generation assay, qHTS; Potency, µM (top dose mostly 38.3 µM), inactives show at the highest dose activity change, negative = inhibition, most hits filed as inhibitors; hit rate 0.31% among 330,000; active = well fitted inhibition curve with a large enough effect; inconclusive = small, poorly fitted or top-dose-only effect; inactive = no such curve, though single readings can be large or run the other way; tested in mouse RAW 264.7 cells; note: potency is the fitted concentration of half-maximal effect; % is set by controls: 0 for no effect and ±100 for the full control effect; nearly all actives have a fitted effect of over 55% in size
Giardia killer: Small Molecules that selectively kill Giardia lamblia: qHTS; hit rate 0.15% among 340,000; AID 540267, 2011; Giardia lamblia trophozoite viability; activity change, % at 7.66 µM, hits read low; in the data active = activity change below about -80%; inconclusive = between about -30% and that limit;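 note: parasites exposed to compound for two days anaerobically before the ATP read; % is set by controls: 0 for no effect and ±100 for the full control effect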
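Anaerobic 48 hrs incubation at 37 deg C of 100 trophozoites/well with test compounds; ATPLite 1-Step luminescence, 15-30 min RT, reports cellular ATP as viability.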
ELG1 genotoxic: qHTS screen for small molecules that induce genotoxicity in human embryonic kidney (HEK293T) cells expressing luciferase-tagged ELG1. HEK293T ELG1-luciferase reporter, luminescence, 16 h. Potency, µM (titrated, usually from 46 µM), without a hit: top-dose activity change, positive = activation, actives largely listed as activators. hit rate 1.3% among 330,000; note: potency is the fitted concentration of half-maximal effect; % of control where 0% means no effect; nearly all actives have a fitted effect of over 60% in size
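HEK293T cells expressing luciferase-tagged ELG1 were treated with compound or DMSO for 16 hr at 37°C. Luciferase activity was then read after 30 min with ONE-Glo at room temperature; rising signal flags genetic stress.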
KCNH2 3.1 inh: qHTS for Inhibitors of KCHN2 3.1: Mutant qHTS | AID 720553, 2013 | hit rate 0.95% among 340,000 | activity change, % (tested at about 1.8 µM) | U2OS KCNH2 3.1, thallium flux FluxOr; active compounds read low;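 active = maximum activity change below -70%; inconclusive = maximum activity change from -70% to -50%; inactive = maximum activity change above -50%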;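 note: thallium influx rate constant from kinetic fluorescence after stimulation buffer; % is set by controls: 0 for no effect and ±100 for the full control effect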
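Normalized rate constant (relative to positive and negative DMSO controls) derived from a 2 min kinetic fluorescence read after stimulation; U2OS cells expressing the 3.1 isoform via virus at 1.77 x 10^8 /mL.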
NPC1 prom act: qHTS Assay for NPC1 Promoter Activators; Huh7 NPC1 promoter luciferase reporter, 24 h; Potency, µM (titrated, usually from 9.22 µM), inactives show top-dose activation, most hits filed as activators; hit rate 2.4% among 320,000;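 note: potency is the fitted concentration of half-maximal effect; % of control where 0% means no effect; nearly all actives have a fitted effect of over 60% in size; reporter is driven by a mutant NPC1 promoter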
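Luminescence from an NPC1 promoter-driven luciferase reporter in stably transfected Huh7 cells was measured after 24 h compound treatment at 37 °C, followed by 10 min ambient incubation with luciferase detection reagent.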
Rab9 promoter act: qHTS Assay for Rab9 Promoter Activators. hit rate 2.8% among 320,000. Huh7 Rab9 promoter-luciferase reporter, luminescence, 24 h. Potency, µM (titrated, usually from 9.22 µM), for inactives: at the highest dose activation, negative = inhibition, hits mostly activators. AID 485297, 2010; note: potency is the fitted concentration of half-maximal effect; % of control where 0% means no effect; nearly all actives have a fitted effect of over 60% in size
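Rab9 promoter-driven luciferase in stably transfected Huh7 cells; 1500 cells/well rested 2 h, exposed to compound in DMSO for 24 h at 37 °C, 5% CO2. Luminescence read 10 min after adding luciferase reagent at ambient temperature.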
VP16 counter: VP16 counterscreen qHTS for inhibitors of ROR gamma transcriptional activity | Potency, µM (series often up to 53.6 µM), for the others: at the highest dose activity, negative = inhibition, actives largely listed as inhibitors | hit rate 3.5% among 310,000 | AID 2546, 2010 | Drosophila S2 Gal4-VP16 UAS-luciferase, luminescence, 20 h;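 note: Gal4-VP16 expression switched on by copper sulfate through the metallothionein promoter; potency is the fitted concentration of half-maximal effect; % is set by controls: 0 for no effect and ±100 for the full control effect; nearly all actives have a fitted effect of over 50% in size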
FLuc modulator: qHTS profiling assay for firefly luciferase inhibitor/activator using purifed enzyme and Km concentrations of substrates (counterscreen for miR-21 project); hit rate 6.9% among 360,000; Luciferin 4-monooxygenase (Photinus pyralis), P08659; purified FLuc, Km substrates, luminescence inhibition; Potency, µM (doses to about 57.5 µM), inactives show top-dose activity change, negative = inhibition, hits mostly inhibitors; AID 588342, 2011;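 note: potency is the fitted concentration of half-maximal effect; plate controls were vehicle for no effect and reference inhibitor for full effect; nearly all actives have a fitted effect of over 55% in size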
Target sequence (P08659 whole entry, looked up): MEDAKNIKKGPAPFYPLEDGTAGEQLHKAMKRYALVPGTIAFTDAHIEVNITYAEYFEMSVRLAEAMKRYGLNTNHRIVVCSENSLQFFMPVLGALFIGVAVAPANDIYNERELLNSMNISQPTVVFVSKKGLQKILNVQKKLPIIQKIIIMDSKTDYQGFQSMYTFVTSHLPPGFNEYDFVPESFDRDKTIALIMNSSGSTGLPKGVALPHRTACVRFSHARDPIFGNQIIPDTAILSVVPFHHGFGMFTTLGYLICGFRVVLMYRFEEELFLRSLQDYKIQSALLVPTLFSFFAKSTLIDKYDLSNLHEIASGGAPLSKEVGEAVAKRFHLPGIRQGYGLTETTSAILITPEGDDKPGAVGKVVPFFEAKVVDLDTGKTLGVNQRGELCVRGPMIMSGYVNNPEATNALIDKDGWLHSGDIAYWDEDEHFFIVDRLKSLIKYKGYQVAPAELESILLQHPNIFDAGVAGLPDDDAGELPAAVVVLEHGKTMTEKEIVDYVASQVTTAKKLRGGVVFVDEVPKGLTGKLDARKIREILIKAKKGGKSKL
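Purified P. pyralis luciferase (10nM final) with 10uM D-luciferin and 10uM ATP (Km levels) in 50mM Tris acetate pH 7.5, 10mM Mg acetate, 0.01% Tween-20, 0.05% BSA; qHTS 6-point titration, ~60 µM downward; luminescence read.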
RORg inh: qHTS for inhibitors of ROR gamma transcriptional activity. Nuclear receptor ROR-gamma (Mus musculus), P51450. Drosophila S2 Gal4-RORgamma UAS-luciferase reporter, 20 h. hit rate 5.4% among 310,000. AID 2551, 2010. Potency, µM (doses to about 53.6 µM), inactives show at the highest dose activity change, negative = inhibition, most hits filed as inhibitors; note: potency is the fitted concentration of half-maximal effect; % is set by controls: 0 for no effect and ±100 for the full control effect; nearly all actives have a fitted effect of over 60% in size
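Compounds are pin-transferred onto Drosophila Schneider cells expressing a copper-inducible Gal4–ROR gamma transactivation domain fusion. After 1 hr, copper sulfate is added to 700 uM final; luciferase is read 20 hr later.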
Tb PFK inh: qHTS Assay to Find Inhibitors of T. brucei phosphofructokinase; ATP-dependent 6-phosphofructokinase (Trypanosoma brucei brucei), O15648; hit rate 0.17% among 330,000; T. brucei PFK, ADP-Glo luminescence; Potency, µM (top dose mostly 57.5 µM), for inactives: at the highest dose activity, negative = inhibition, hits mostly inhibitors; AID 485367, 2010;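 note: potency is the fitted concentration of half-maximal effect; 0% = uninhibited 1x PFK enzyme wells and -100% = no-enzyme wells; nearly all actives have a fitted effect of over 60% in size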
Target sequence (O15648 whole entry, looked up): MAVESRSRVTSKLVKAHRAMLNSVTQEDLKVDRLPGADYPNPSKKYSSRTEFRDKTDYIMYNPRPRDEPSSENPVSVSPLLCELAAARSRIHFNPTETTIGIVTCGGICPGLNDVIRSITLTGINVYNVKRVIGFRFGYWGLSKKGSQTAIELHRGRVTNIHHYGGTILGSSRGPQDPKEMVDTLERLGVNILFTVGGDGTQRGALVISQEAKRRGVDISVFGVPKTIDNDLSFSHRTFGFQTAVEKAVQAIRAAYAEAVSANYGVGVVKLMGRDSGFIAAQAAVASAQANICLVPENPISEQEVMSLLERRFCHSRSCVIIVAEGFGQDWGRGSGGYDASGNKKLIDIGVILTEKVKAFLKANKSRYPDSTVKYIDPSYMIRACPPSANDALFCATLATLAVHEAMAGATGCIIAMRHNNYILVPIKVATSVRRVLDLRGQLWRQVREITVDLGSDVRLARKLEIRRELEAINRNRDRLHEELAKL
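Activity is normalized to no-enzyme wells (full inhibition) and 1.25 nM enzyme wells (no inhibition). Reaction: 0.5 mM F6P, 0.1 mM ATP, 45 min RT, ADP-Glo luminescence; concentration-response curves fitted and classed by quality.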
Numbers without * were called inactive; ? = inconclusive; nt = not tested or not shown; & = joins results of further samples; [ ] = another dose, or the depositor's remark. Unless noted, calls come from the whole dose curve; as a rule, active = well fitted curve in the direction sought with a large enough effect; inconclusive = small, poorly fitted or top-dose-only effect, or another doubt; inactive = no such curve, though single readings can be large; an effect the other way counts as inactive or inconclusive.

SMILES	Coupling enz	uPA surface inh	Giardia killer	ELG1 genotoxic	KCNH2 3.1 inh	NPC1 prom act	Rab9 promoter act	VP16 counter	FLuc modulator	RORg inh	Tb PFK inh
CCn1c(C)nc2cc(C(=O)N/N=C/c3ccc(OC)c(O)c3)ccc21	-2.1	-8.3%	-8.5	2.6%	-12.5	2.9%	-3.2%	2.5%	?	33.5%	-1.0%
O=C(CSc1nccc(=O)[nH]1)Nc1ccc(Br)c(Cl)c1	15.0	-0.1%	-0.3	-2.7%	2.5	3.1%	-1.5%	5.3%	-18.2%	5.9%	-3.1%
Cc1ccc2nc(NC(=O)CCn3c(=O)sc4ccccc43)sc2c1	-0.2	-2.6%	20.9	-3.1%	2.9	1.3%	2.3%	-8.4%	-8.2%	30.3%	-9.4%
COc1ccc(-c2cc(C(F)(F)F)nc(NCc3cccnc3)n2)cc1	-1.1	nt	-1.1	-4.5%	-6.6	1.9%	-4.1%	0.3%	2.9%	-16.5%	1.8%
O=C(CN(C1CCCCC1)S(=O)(=O)c1ccc(Cl)cc1)N1CCOCC1	-0.9	0.4%	-2.4	1.6%	11.3	-2.2%	2.5%	-2.1%	-0.9%	19.9%	-4.4%
O=C(CNC(=O)c1ccccc1)N/N=C/c1cc(Br)ccc1O	4.6	-2.6%	-12.3	?	-25.1	-4.8%	-12.7%	7.08µM*	-0.6%	2.51µM*	-0.7%
Cc1ccc(S(=O)(=O)N(C)C)cc1NC(=O)COC(=O)CCNS(=O)(=O)c1ccccc1	nt	2.1%	-4.1	-0.6%	-3.9	-8.4%	2.0%	nt	9.5%	nt	-0.2%
Cc1[nH]nc(Nc2ccc(O)cc2)c1[N+](=O)[O-]	-2.1	-1.7%	-5.8	6.0%	-20.9	-3.1%	8.3%	9.6%	-14.0%	7.3%	5.2%
CC(C)[C@H](NC(=O)C1CCN(S(=O)(=O)c2ccccc2)CC1)C(=O)NCc1ccco1	nt	0.1%	1.8	-1.6%	6.8	2.9%	-6.8%	-10.6%	1.4%	-18.7%	0.4%
Cc1ccc(NS(=O)(=O)c2ccc(NC(=O)c3cccs3)cc2)cc1	-2.1	-4.8%	2.5	-3.2%	3.5	-1.0%	-0.7%	-7.1%	-2.3%	27.6%	1.6%
COc1ccccc1NC(=O)CN1CCN(CC(=O)Nc2cc(NC(C)=O)ccc2OC)CC1	0.5	-8.6%	-3.3	-8.1%	-6.6	-4.0%	2.6%	-10.6%	0.8%	-21.1%	-0.5%
CCOc1ccccc1OCC(=O)Nc1nnc(COC)s1	1.9	nt	-11.5	5.6%	-3.9	-2.0%	3.3%	-5.0%	7.0%	?	-6.8%
O=c1c2ccccc2c2c(O)nc(-c3ccccc3)n2n1Cc1ccccc1	0.7	4.9%	-16.5	-0.4%	2.7	2.6%	-4.3%	-4.0%	-1.7%	-9.3%	-1.3%
CCSc1nc2ccc(N3C(=O)C4C5C=CC(C5)C4C3=O)cc2s1 (stereo not given)	-0.9	-1.9%	12.1	8.7%	-1.4	18.2%	26.6%	-11.6%	?	?	-1.9%
CCOc1ccccc1C(=O)NCC(=O)NNC(=O)c1cccs1	nt	16.5%	21.6	-0.7%	29.9	nt	nt	nt	nt	nt	-1.7%
COc1ccc(CNC(=O)C2CCN(C(=O)N(C)C)CC2)c(OC)c1	8.3	nt	0.7	2.3%	9.2	-3.7%	2.1%	-1.2%	-0.7%	9.5%	-1.4%
O=C(C[n+]1ccc(C(=O)NCCCO)cc1)c1cccc(Br)c1	-2.1	0.3%	1.3	-0.4%	11.2	-5.0%	-0.1%	-8.2%	4.5%	-9.2%	1.6%
O=C(Nc1ccccc1N1CCN(c2ccccc2)CC1)c1ccccc1	-1.9	-0.6%	6.8	-2.3%	-7.5	-4.3%	-6.9%	-17.2%[10 µM]	2.3%	20.3%	-8.0%
CCN1C(=O)N(C)[C@@H](c2ccccc2)C(C(=O)OC)=C1C	-2.3&7.1	9.7%	7.2	0.2%	-5.7	-6.4%	-5.4%	16.1%	-1.4%	-40.9%	2.7%
O=C(NC1CCCC1)C(c1cc2c(cc1[N+](=O)[O-])OCO2)N1CCCC1 (stereo not given)	-4.9	0.4%	0.1	10.7%	-0.4	9.6%	?	10.1%	-4.9%	-18.8%	-5.6%
COc1ccc(N/C=C\C(=O)c2ccc(C)cc2)cc1OC	2.0	-2.7%	-15.8	?	-140.9*	?	3.55µM*	-5.4%	5.36µM*	38.1%	14.3%
Cc1ccccc1Nc1nc(N)nc(CSc2nncn2C)n1	2.6	7.1%	9.8	10.4%	7.7	0.8%	5.3%	-3.7%	-6.5%	3.3%	1.9%
Cc1ccc(-n2c(N)c(Br)c(=O)[nH]c2=O)cc1C	0.1	-1.7%	-4.4	4.4%	19.9	-2.6%	0.6%	-3.0%	6.7%	-13.5%	-0.6%
COc1ccc(NC(=O)c2cccnc2N2CCCC2)cc1	1.9	nt	-4.2	3.1%	11.3	-0.6%	1.3%	5.8%	0.3%	-30.3%	-2.6%
CCC(=O)N1CCCN(S(=O)(=O)c2ccc(C)cc2)C1c1ccc(OC)cc1 (stereo not given)	2.0	-1.6%	16.9	-4.6%	6.6	1.9%	-1.3%	-1.1%	-0.2%	-5.7%	4.1%
Cc1cccc(-c2nsc(SCC(=O)Nc3ccc4c(c3)OCO4)n2)c1	1.9	-2.7%	4.2	10.3%	11.7	9.7%	3.5%	-5.0%	nt	-12.5%	-1.6%
Cc1nn(-c2ccccc2)c2sc(C(=O)N3CCCCC3)cc12	1.2	7.3%	-8.4	nt	-11.3	nt	nt	-13.8%	19µM*	8.5%	nt
Cc1cccc(OC(C)C(=O)N2CCCN(C)CC2)c1C (stereo not given)	nt	-1.6%	-8.2	10.6%	-10.6	-0.3%	1.3%	-3.7%	4.0%	-12.9%	-5.2%
COc1ccc2oc(=N)c(C(=O)Nc3ccc(Br)cc3)cc2c1	1.0	-1.2%	1.1	-2.6%	-15.5	?	26.9%	-1.3%	2.2%	-1.6%	-0.3%
CCOC(=O)[C@H]1[C@H]2COc3ccc(OC)cc3[C@@H]2N2C(=O)c3ccccc3NC(=O)[C@@]12C	nt	-0.2%	5.1	1.5%	2.3	1.9%	3.0%	nt	3.8%	nt	-6.7%
Cc1ccc(Oc2ccc(Cl)cc2NC(=O)c2ccc(F)cc2F)cc1	1.8	3.1%	-4.3	0.0%	-23.5	-1.3%	-3.2%	-4.9%	2.0%	42.1%	-2.0%
CN1CCN(c2nc3ccccc3nc2C(C#N)C(=O)OC2CCCCC2)CC1 (stereo not given)	-6.6	-2.2%	-26.5	-3.9%	-26.9	0.4%	-0.1%	1.6%	-2.2%	-8.0%[10 µM]	0.4%
Cc1cc(C(=O)COC(=O)c2ccc(Br)o2)c(C)n1Cc1ccco1	-1.5	nt	nt	?	nt	26.4%	3.16µM*	4.6%	2.69µM*	?	-3.9%
CN1C(=O)C(CC(=O)Nc2ccc(F)cc2)N(Cc2ccco2)C1=S (stereo not given)	8.9	2.3%	-5.0	-7.7%	-1.6	4.1%	-7.4%	-19.3%	2.8%	23.3%	1.0%
Cc1nn(CC(=O)c2ccccc2Cl)c(C)c1[N+](=O)[O-]	-0.9	3.1%	-14.7	14.6µM*	-27.0	?	3.98µM*	12.4%	10.7µM*	37.0%	2.1%
CCOc1ccc(N(CC(=O)Nc2cc(Cl)ccc2C)S(C)(=O)=O)cc1	1.1	?	2.5	-5.0%	8.9	-16.8%	-0.3%	-3.2%	0.1%	-9.2%	0.6%
CN(C)C(=S)Nc1nc2ccccc2s1	3.2	5.8%	7.5	?	1.4	?	?	1.26µM*	12µM*	0.501µM*	?
Cc1ccc(N(CC(=O)NCc2ccccc2)S(=O)(=O)c2c(C)noc2C)cc1	2.5	4.9%	13.8	1.9%	9.0	0.3%	-0.2%	-4.0%	2.1%	2.9%	-3.4%
